M5 ag: agonists of human muscarinic M5 receptor (CHRM5); activation, % at 3 µM; CHO-K1 hM5 cells, Fluo-8 calcium fluorescence; 0% DMSO wells, 100% maximal acetylcholine response; 360,000 compounds, 0.19% hits; AID 624037;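 active = activation above the run's mean over test compounds plus 3 SD, cut at about 23% in these data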;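 note: signal is peak over basal fluorescence ratio across the kinetic read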
Target sequence (P08912 whole entry, looked up): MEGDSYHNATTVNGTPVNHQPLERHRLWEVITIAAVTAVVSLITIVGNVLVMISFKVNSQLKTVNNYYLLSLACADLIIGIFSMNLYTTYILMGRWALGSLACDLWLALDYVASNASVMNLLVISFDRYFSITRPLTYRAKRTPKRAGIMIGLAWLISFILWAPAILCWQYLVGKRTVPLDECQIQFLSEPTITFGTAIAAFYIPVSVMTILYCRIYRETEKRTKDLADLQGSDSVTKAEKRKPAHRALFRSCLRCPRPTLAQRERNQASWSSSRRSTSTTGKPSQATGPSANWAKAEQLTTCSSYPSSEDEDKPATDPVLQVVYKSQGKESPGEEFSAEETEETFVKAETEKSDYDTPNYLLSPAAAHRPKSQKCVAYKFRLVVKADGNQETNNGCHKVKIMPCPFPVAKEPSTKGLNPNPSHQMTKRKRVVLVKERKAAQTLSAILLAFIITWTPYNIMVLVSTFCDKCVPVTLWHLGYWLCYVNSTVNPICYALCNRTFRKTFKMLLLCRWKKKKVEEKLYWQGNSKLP
CHO-K1 Ca antag: M1 antagonist counterscreen hit in parental CHO-K1 cells; ATP-induced calcium, Fluo-8 fluorescence; inhibition, % at 3 µM; 360,000 compounds, 0.6% hits; AID 602250;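 active = inhibition above a per-plate cutoff, the plate's mean sample inhibition plus 3 SD, cut at about 24% in these data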;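 note: 0% = DMSO plus EC80 ATP and 100% = DMSO alone without ATP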
CHRM5 PAM: positive allosteric modulators of human muscarinic M5 receptor. P08912. CHO-K1 hM5, Fluo-8 calcium, ACh EC20 PAM; 0% = ACh EC20, 100% = ACh EC100. activation, % at 3 µM. 360,000 compounds, 0.3% hits;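 active = activation above the run cutoff, the mean activation of all test compounds plus 3 SD, cut at about 18% in these data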
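Assay system: CHO-K1 hM5 cells / Incubation: Fluo-8 loading 80 min at 37 °C plus 30 min room temperature / Technique: Fluo-8 calcium dye fluorescence, kinetic read / Repeats: single replicate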
CHO-K1 Ca ag: M1 agonist counterscreen hit in parental CHO-K1 cells | 360,000 compounds, 0.48% hits | Fluo-8 calcium fluorescence; scaled to maximal ATP response, vehicle zero | activation, % at 3 µM; in the data active = activation above about 15%;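 note: untransfected CHO-K1 host cells lacking M1 receptor as counterscreen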
M4 antag: CHRM4 antagonism in calcium assay. P08173. CHO-hM4 cells, ACh EC80, Fluo-8 calcium fluorescence. inhibition, % at 3 µM. 360,000 compounds, 0.73% hits;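 active = inhibition above its plate's cutoff, the mean inhibition of sample wells plus 3 SD, cut at about 27% in these data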;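 note: 0% = acetylcholine EC80 with DMSO and 100% = DMSO without agonist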
Target sequence (P08173 whole entry, looked up): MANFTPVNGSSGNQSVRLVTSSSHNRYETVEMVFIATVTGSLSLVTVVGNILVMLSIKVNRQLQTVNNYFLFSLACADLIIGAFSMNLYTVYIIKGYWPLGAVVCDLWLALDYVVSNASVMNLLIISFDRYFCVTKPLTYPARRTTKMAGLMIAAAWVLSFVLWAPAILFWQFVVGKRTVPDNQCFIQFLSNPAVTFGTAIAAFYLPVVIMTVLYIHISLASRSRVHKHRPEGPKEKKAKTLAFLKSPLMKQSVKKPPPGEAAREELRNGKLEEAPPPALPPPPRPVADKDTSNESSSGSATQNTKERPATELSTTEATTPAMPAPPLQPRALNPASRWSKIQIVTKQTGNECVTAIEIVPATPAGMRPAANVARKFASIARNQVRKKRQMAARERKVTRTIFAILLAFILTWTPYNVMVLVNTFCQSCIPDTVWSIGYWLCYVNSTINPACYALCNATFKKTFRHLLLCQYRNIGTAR
M1 PAM parental: M1 PAM counterscreen hit in parental CHO-K1 cells; ATP EC20, Fluo-8 calcium fluorescence; 0% at ATP EC20, 100% at ATP max; AID 602247; 360,000 compounds, 0.02% hits; activation, % at 3 µM;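 active = activation above the run cutoff, the mean activation of all test compounds plus 3 SD, cut at about 40% in these data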;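 note: peak over basal fluorescence ratio in a 140 s read after ATP addition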
CHRM5 antagonist: blocks acetylcholine activation of human M5 receptor | P08912 | 360,000 compounds, 0.59% hits | CHO-hM5 cells, Fluo-8 calcium fluorescence, ACh EC80 | inhibition, % at 3 µM | AID 624040;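 active = inhibition above a per-plate cutoff, the mean of that plate's test compounds plus 3 SD, cut at about 27% in these data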;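 note: 0% = acetylcholine EC80 with DMSO and 100% = DMSO without agonist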
CHRM4 agonist: agonists of human muscarinic M4 receptor (CHRM4). P08173. CHO-K1 hM4/Gqi5, Fluo-8 calcium fluorescence; vehicle 0%, full acetylcholine response 100%. activation, % at 3 µM. 360,000 compounds, 0.14% hits. AID 624127;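 active = activation above the run mean over all test wells plus 3 SD, cut at about 32% in these data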;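 note: peak over basal fluorescence ratio per well then scaled between controls; 0% = DMSO wells and 100% = acetylcholine at EC100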
M4 PAM: potentiates acetylcholine response at human M4 receptor; P08173; CHO-K1 hM4/Gqi5, Fluo-8 calcium fluorescence, ACh EC20; 0% = ACh EC20, 100% = maximal ACh; activation, % at 3 µM; 360,000 compounds, 0.4% hits; AID 624126;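 active = activation above its plate's cutoff, the mean activation of sample wells plus 3 SD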; note: some results filed as inactive read as strong as hits
Starred values were filed as active, the others as inactive.

Screening Cc1ccccc1CN1[C@@H](C(C)C)COCCS1(=O)=O returned M5 ag -5, CHO-K1 Ca antag -12, CHRM5 PAM 7, CHO-K1 Ca ag -0.1, M4 antag -6, M1 PAM parental 17, CHRM5 antagonist 8, CHRM4 agonist 12 and M4 PAM 9.
`CCC(=O)N1c2ccc(S(=O)(=O)N3CCCC3)cc2CC1C` (centres undefined) gave M5 ag -4, CHO-K1 Ca antag -9, CHRM5 PAM -4, CHO-K1 Ca ag 0.3, M4 antag -1, M1 PAM parental -9, CHRM5 antagonist 4, CHRM4 agonist 1 and M4 PAM 1.
For O=C(Nc1nccs1)c1cc2c(s1)-c1ccccc1OC2 the results were M5 ag 2, CHO-K1 Ca antag 3, CHRM5 PAM -8, CHO-K1 Ca ag 1.1, M4 antag -5, M1 PAM parental 10, CHRM5 antagonist -2, CHRM4 agonist 7 and M4 PAM -4.
Screening CC1Nc2ncnc(N3CCN(c4ccccn4)CC3)c2N(Cc2ccccc2)C1=O (centres undefined) returned M5 ag -11, CHO-K1 Ca antag -16, CHRM5 PAM -42, CHO-K1 Ca ag 1.5, M4 antag -10, M1 PAM parental 19, CHRM5 antagonist 12, CHRM4 agonist 7 and M4 PAM -5.
For CCCCCCCCC(=O)N/N=C/c1ccccn1 the results were M5 ag 2, CHO-K1 Ca antag 2, CHRM5 PAM -1, CHO-K1 Ca ag -0.3, M4 antag 0, M1 PAM parental 6, CHRM5 antagonist -10, CHRM4 agonist 0 and M4 PAM 5.
`COc1cc(NC(=O)C2Cc3ccccc3CN2S(C)(=O)=O)cc(OC)c1` (centres undefined) gave M5 ag -4, CHO-K1 Ca antag 4, CHRM5 PAM -8, CHO-K1 Ca ag -0.3, M4 antag 2, M1 PAM parental 6, CHRM5 antagonist 16, CHRM4 agonist 0 and M4 PAM -3.
For CCC(=O)Nc1ccc(C(=O)CSc2nc3ccccc3cc2CC)cc1 the results were M5 ag 2, CHO-K1 Ca antag -22, CHRM5 PAM -2, CHO-K1 Ca ag 1.6, M4 antag -3, M1 PAM parental 17, CHRM5 antagonist -3, CHRM4 agonist 2 and M4 PAM 7.
For Cc1nc2c(C)[n+](CC(=O)c3ccccc3)ccc2n1C the results were M5 ag -1, CHO-K1 Ca antag -11, CHRM5 PAM 5, CHO-K1 Ca ag 0.5, M4 antag 11, M1 PAM parental 17, CHRM5 antagonist -2, CHRM4 agonist 0 and M4 PAM -5.
COc1ccc([C@H]2N[C@]3(CCCN(Cc4cccn4C)C3=O)[C@H]3C(=O)N(Cc4ccccc4)C(=O)[C@@H]23)cc1 was read as M5 ag 1, CHO-K1 Ca antag -14, CHRM5 PAM 7, CHO-K1 Ca ag -0.2, M4 antag -12, M1 PAM parental 23, CHRM5 antagonist -1, CHRM4 agonist 0 and M4 PAM 2.
Cc1c(NC(=O)C(C)OC(=O)c2ccc([N+](=O)[O-])cc2Cl)c(=O)n(-c2ccccc2)n1C (centres undefined) was read as M5 ag 0, CHO-K1 Ca antag 10, CHRM5 PAM -4, CHO-K1 Ca ag 0.2, M4 antag -2, M1 PAM parental 4, CHRM5 antagonist 8, CHRM4 agonist 0 and M4 PAM -3.
Screening COc1ccc(OCC(=O)Nc2ccc3c(c2)nc(CCNC(C)=O)n3C)cc1 returned M5 ag -3, CHO-K1 Ca antag -20, CHRM5 PAM 3, CHO-K1 Ca ag 1.6, M4 antag -9, M1 PAM parental 4, CHRM5 antagonist -3, CHRM4 agonist 2 and M4 PAM 5.
`Cc1ccccc1NC(=O)c1nn(-c2ccc(F)c(F)c2)ccc1=O` gave M5 ag -2, CHO-K1 Ca antag -12, CHRM5 PAM -2, CHO-K1 Ca ag 0.9, M4 antag -2, M1 PAM parental 16, CHRM5 antagonist 15, CHRM4 agonist 1 and M4 PAM -1.
Screening CC1=C([N+](=O)[O-])C(c2ccccc2C(F)(F)F)NC(=O)N1C (centres undefined) returned M5 ag -2, CHO-K1 Ca antag -5, CHRM5 PAM 2, CHO-K1 Ca ag 0.5, M4 antag -10, M1 PAM parental 13, CHRM5 antagonist 7, CHRM4 agonist 1 and M4 PAM 9.
Screening COc1cccc(OC)c1C(=O)NNS(=O)(=O)c1ccc2ccccc2c1 returned M5 ag -4, CHO-K1 Ca antag -8, CHRM5 PAM -7, CHO-K1 Ca ag 0.8, M4 antag 6, M1 PAM parental 11, CHRM5 antagonist 27, CHRM4 agonist 2 and M4 PAM -2.
CCOc1ccc(-c2c(C(=O)N/N=C/C3CC=CCC3)nnn2-c2nonc2N)cc1 (centres undefined) was read as M5 ag -4, CHO-K1 Ca antag -15, CHRM5 PAM 3, CHO-K1 Ca ag 0.9, M4 antag 2, M1 PAM parental 14, CHRM5 antagonist 0, CHRM4 agonist 8 and M4 PAM -7.

Looked up one by one from the entries so far:
For CCC(=O)Nc1ccc(C(=O)CSc2nc3ccccc3cc2CC)cc1 the results were M5 ag 2, CHO-K1 Ca antag -22, CHRM5 PAM -2, CHO-K1 Ca ag 1.6, M4 antag -3, M1 PAM parental 17, CHRM5 antagonist -3, CHRM4 agonist 2 and M4 PAM 7.
For Cc1nc2c(C)[n+](CC(=O)c3ccccc3)ccc2n1C the results were M5 ag -1, CHO-K1 Ca antag -11, CHRM5 PAM 5, CHO-K1 Ca ag 0.5, M4 antag 11, M1 PAM parental 17, CHRM5 antagonist -2, CHRM4 agonist 0 and M4 PAM -5.

Next records follow:
CN(C)c1nc(Cl)nc(NCCOc2ccccc2)n1 was read as M5 ag -1, CHO-K1 Ca antag -7, CHRM5 PAM 1, CHO-K1 Ca ag 0.9, M4 antag -6, M1 PAM parental 27, CHRM5 antagonist 0, CHRM4 agonist 0 and M4 PAM 9.
`NNC(=S)Nc1cc(S(=O)(=O)N2CCOCC2)ccc1N1CCOCC1` gave M5 ag -2, CHO-K1 Ca antag -2, CHRM5 PAM -4, CHO-K1 Ca ag 0.0, M4 antag 2, M1 PAM parental 8, CHRM5 antagonist 20, CHRM4 agonist 0 and M4 PAM -11.
`CC(=O)c1ccc(NC(=O)CCNS(=O)(=O)c2cccc3nonc23)cc1` gave M5 ag 1, CHO-K1 Ca antag -1, CHRM5 PAM 3, CHO-K1 Ca ag 1.4, M4 antag 0, M1 PAM parental 13, CHRM5 antagonist 0, CHRM4 agonist 3 and M4 PAM -2.
For Cc1ccc(S(=O)(=O)N2CCC(C(=O)NC3CC(C)(C)NC(C)(C)C3)CC2)cc1 the results were M5 ag -5, CHO-K1 Ca antag 3, CHRM5 PAM 6, CHO-K1 Ca ag 0.8, M4 antag -4, M1 PAM parental 2, CHRM5 antagonist 3, CHRM4 agonist 0 and M4 PAM 4.
Screening Cc1c(NC(=O)C(C)OC(=O)/C=C/c2ccco2)c(=O)n(-c2ccccc2)n1C (centres undefined) returned M5 ag 3, CHO-K1 Ca antag -4, CHRM5 PAM 0, CHO-K1 Ca ag 0.1, M4 antag -4, M1 PAM parental 3, CHRM5 antagonist 2, CHRM4 agonist 0 and M4 PAM -1.
`O=C(Nc1ccc(F)cc1)Nc1ccc(N2CCOCC2)c2nonc12` gave M5 ag 1, CHO-K1 Ca antag 11, CHRM5 PAM 5, CHO-K1 Ca ag 0.0, M4 antag 3, M1 PAM parental -13, CHRM5 antagonist -9, CHRM4 agonist 1 and M4 PAM -3.
O=c1oc2cc(OCc3c(F)c(F)c(F)c(F)c3F)ccc2cc1-c1ccccn1 was read as M5 ag -4, CHO-K1 Ca antag 2, CHRM5 PAM 0, CHO-K1 Ca ag 0.5, M4 antag -6, M1 PAM parental 13, CHRM5 antagonist 2, CHRM4 agonist 1 and M4 PAM 10.
For COCc1cc(C)nc2sc(C(=O)N3CCCCC3)c(N)c12 the results were M5 ag -2, CHO-K1 Ca antag -41, CHRM5 PAM -2, CHO-K1 Ca ag 0.2, M4 antag -15, M1 PAM parental 2, CHRM5 antagonist -4, CHRM4 agonist 2 and M4 PAM 9.
CN(C)c1ccc(-c2c(-c3ccc4c(c3)OCO4)noc2-c2ccsc2)cn1 was read as M5 ag 2, CHO-K1 Ca antag 0, CHRM5 PAM 3, CHO-K1 Ca ag -0.6, M4 antag -4, M1 PAM parental -16, CHRM5 antagonist 6, CHRM4 agonist 1 and M4 PAM 9.
For COc1ccc(OCC(=O)Nc2ccc(NC(=O)c3cccs3)cc2)cc1 the results were M5 ag -2, CHO-K1 Ca antag -7, CHRM5 PAM -7, CHO-K1 Ca ag 3.9, M4 antag 7, M1 PAM parental -1, CHRM5 antagonist 3, CHRM4 agonist 4 and M4 PAM -3.
`O=C(/C=C/C(=O)NCc1cccs1)NCc1cccs1` gave M5 ag -4, CHO-K1 Ca antag -16, CHRM5 PAM 2, CHO-K1 Ca ag 0.8, M4 antag 1, M1 PAM parental 20, CHRM5 antagonist 0, CHRM4 agonist 0 and M4 PAM 3.
OC[C@@H]1CN(C2CCCC2)C[C@H](n2cnc3c(N4CCCC4)ncnc32)O1 was read as M5 ag -2, CHO-K1 Ca antag -5, CHRM5 PAM 3, CHO-K1 Ca ag 0.4, M4 antag -7, M1 PAM parental 25, CHRM5 antagonist 5, CHRM4 agonist 0 and M4 PAM 13.
For CCOc1ccccc1CNC(=O)c1c([N+](=O)[O-])c(C)nn1C the results were M5 ag -5, CHO-K1 Ca antag -12, CHRM5 PAM 11, CHO-K1 Ca ag 1.1, M4 antag -1, M1 PAM parental 23, CHRM5 antagonist -2, CHRM4 agonist 0 and M4 PAM 8.
Screening COc1cc2c(cc1NC(=O)c1cncc(Br)c1)oc1ccccc12 returned M5 ag -5, CHO-K1 Ca antag -10, CHRM5 PAM 4, CHO-K1 Ca ag 0.0, M4 antag 3, M1 PAM parental 10, CHRM5 antagonist 11, CHRM4 agonist 1 and M4 PAM 0.
`Cc1cccnc1NC(=O)c1ccc(COc2ccccc2)o1` gave M5 ag -3, CHO-K1 Ca antag -2, CHRM5 PAM 1, CHO-K1 Ca ag 0.7, M4 antag -2, M1 PAM parental -6, CHRM5 antagonist -1, CHRM4 agonist 1 and M4 PAM -4.
CC1c2cc3c(cc2CCN1S(=O)(=O)c1ccccc1)OCCCO3 (centres undefined) was read as M5 ag -3, CHO-K1 Ca antag -10, CHRM5 PAM -5, CHO-K1 Ca ag 3.8, M4 antag -1, M1 PAM parental -6, CHRM5 antagonist 13, CHRM4 agonist 2 and M4 PAM -7.
For CC(=O)c1cccc(N=C2C(=O)Nc3ccccc32)c1 the results were M5 ag -6, CHO-K1 Ca antag -17, CHRM5 PAM 11, CHO-K1 Ca ag 0.1, M4 antag -3, M1 PAM parental 7, CHRM5 antagonist 3, CHRM4 agonist 0 and M4 PAM 2.
Screening CCOC(=O)CN1C(=O)C(C)(C)Oc2ccc(C(=O)Nc3ccccc3OC)cc21 returned M5 ag 0, CHO-K1 Ca antag 5, CHRM5 PAM -10, CHO-K1 Ca ag 2.4, M4 antag -2, M1 PAM parental 8, CHRM5 antagonist 7, CHRM4 agonist 8 and M4 PAM -13.
COc1ccc(CSCCc2n[nH]c(=S)n2-c2ccccc2)cc1C was read as M5 ag -2, CHO-K1 Ca antag -13, CHRM5 PAM 2, CHO-K1 Ca ag 3.5, M4 antag -3, M1 PAM parental -4, CHRM5 antagonist 13, CHRM4 agonist 2 and M4 PAM 11.
Screening COc1ccc(C(=O)C2CCN(C(=S)NCCc3ccc(OC)c(OC)c3)CC2)cc1 returned M5 ag 7, CHO-K1 Ca antag -6, CHRM5 PAM -13, CHO-K1 Ca ag 18*, M4 antag -8, M1 PAM parental 1, CHRM5 antagonist 5, CHRM4 agonist 21 and M4 PAM -17.

Outcome played no part in choosing rows; overall some 2.7% were active at least once.
